GCN5L2 inh – inhibitors of human GCN5L2 histone acetyltransferase; GCN5L2 HAT assay, ThioGlo1 CoA-SH fluorescence; Potency, µM (titrated, usually from 58.9 µM), inactives show at the highest dose activity change, negative = inhibition, most hits filed as inhibitors; 0.21% of 390,000 active; AID 504327
Target sequence (Q92830 whole entry, looked up): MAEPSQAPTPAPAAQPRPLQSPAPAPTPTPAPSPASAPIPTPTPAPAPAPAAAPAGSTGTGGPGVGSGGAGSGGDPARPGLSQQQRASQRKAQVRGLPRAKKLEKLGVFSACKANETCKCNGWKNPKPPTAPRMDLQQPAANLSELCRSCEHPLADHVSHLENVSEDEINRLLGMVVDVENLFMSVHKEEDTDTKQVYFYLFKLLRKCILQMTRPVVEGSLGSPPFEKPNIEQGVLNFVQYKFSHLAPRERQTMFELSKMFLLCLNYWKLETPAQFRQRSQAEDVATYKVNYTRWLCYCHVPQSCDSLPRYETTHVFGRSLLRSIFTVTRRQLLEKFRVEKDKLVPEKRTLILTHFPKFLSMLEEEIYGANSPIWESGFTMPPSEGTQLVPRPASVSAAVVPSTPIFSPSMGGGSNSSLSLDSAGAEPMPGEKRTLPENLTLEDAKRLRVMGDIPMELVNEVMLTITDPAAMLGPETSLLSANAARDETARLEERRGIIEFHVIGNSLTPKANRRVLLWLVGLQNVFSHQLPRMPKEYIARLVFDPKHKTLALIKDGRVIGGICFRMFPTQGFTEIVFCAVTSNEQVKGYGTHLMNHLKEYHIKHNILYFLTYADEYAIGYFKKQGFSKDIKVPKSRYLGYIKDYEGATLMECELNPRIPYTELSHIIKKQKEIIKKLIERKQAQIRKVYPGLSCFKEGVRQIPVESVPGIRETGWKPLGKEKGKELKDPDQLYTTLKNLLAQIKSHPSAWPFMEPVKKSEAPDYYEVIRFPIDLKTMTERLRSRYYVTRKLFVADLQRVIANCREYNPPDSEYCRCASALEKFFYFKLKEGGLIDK
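Free CoA generated was detected with ThioGlo1 (50uM) fluorescence at Ex340nm/Em540nm, read immediately and after 20 min at room temperature. Enzyme, 20 nM in HEPES pH 7.5 buffer, saw compounds 15 min before adding 75uM H3(1-25) peptide and 70uM acetyl-CoA.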
DT40 TDP1 CPT – DT40-hTDP1 cell growth loss with CPT; chicken DT40 Tdp1-/-;hTDP1 cells + 20 nM CPT, ATP luminescence, 48 h; Potency, µM (series often up to 46.2 µM), for the others: at the highest dose activity change, negative = growth inhibition, usual class: inhibitors; 12% of 420,000 active; note: nearly all actives have a fitted effect of over 55% in size
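Chicken DT40 Tdp1-/- cells stably complemented with human TDP1 were seeded at 400 cells/well in medium containing 20 nM camptothecin, exposed to pin-transferred compounds, and grown at 37 °C for at least 48 hr. Viability was read as ATP luminescence.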
FEN1 inh – human FEN1 inhibition; Recombinant FEN1 flap cleavage, fluorescence, 15 min; Potency, µM (titrated, usually from 114 µM), without a hit: top-dose activity change, negative = inhibition, most hits filed as inhibitors; 0.35% of 390,000 active; note: nearly all actives have a fitted effect of over 65% in size
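Read-out was taken twice, immediately and after 15 min, following addition of 50 nM substrate to 10 nM FEN1 that had sat with test compound for 15 min at room temperature. Curves came from a four-parameter Hill model.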
Numbers without * were called inactive; ? = inconclusive; . = not tested or not shown; & = joins results of further samples. Calls come from the whole dose curve; as a rule, active = well fitted curve in the direction sought with a large enough effect; inconclusive = small, poorly fitted or top-dose-only effect, or another doubt; inactive = no such curve, though single readings can be large; an effect the other way counts as inactive or inconclusive. % is set by controls: 0 for no effect and ±100 for the full control effect; potency is the fitted concentration of half-maximal effect.

SMILES	GCN5L2 inh	DT40 TDP1 CPT	FEN1 inh
CCCCNC(C(=O)Nc1cccc(S(=O)(=O)N2CCOCC2)c1)c1ccccc1 (configuration not stated)	0.8%	?	-3.2%
C/C(CC(=O)Nc1ccccn1)=N\NC(=O)c1ccc(C)cc1	-1.0%	6.4%	-0.8%
Fc1cc2nc(-c3ccncc3)[nH]c2cc1F	-15.9%	-3.3%	-14.3%
NCCn1c(=O)c(CCc2ccccc2)nc2cncnc21	-2.1%	-49.7%	.
COc1ccc(C(=O)NC(=O)CSc2n[nH]c(N)n2)cc1	1.1%	-4.4%	2.5%
CN(C(=O)c1cccc([N+](=O)[O-])c1)c1ccccc1C(=O)NCc1ccccc1	-0.3%	2.2%	4.9%
Cc1ccc(C)c(NC(=O)NCc2ccccn2)c1	3.4%	-1.0%	-10.8%
Cc1cccc(-n2c(=O)[nH]c3c(C(N)=O)nc(-c4ccccc4Cl)nc32)c1	0.7%	?	-8.6%
CCS(=O)(=O)CCSc1nc2c(cc1C#N)CCCC2	0.4%	2.0%	-13.3%
O=c1nc2onnc2c(C=NO)[nH]1	.	-18.7%	-2.3%
CCCc1nn2c(=O)cc(CSCC(=O)Nc3nnc(C(C)C)s3)nc2s1	-1.8%	-9.3%	-5.9%
O=[N+]([O-])c1cccc(/C=N/N2CCN(Cc3ccccc3)CC2)c1	-4.9%	-4.9%	14.0%
O=C(COC(=O)c1ccc2[nH]c3c(c2c1)CCCC3)Nc1ccccc1Cl	-0.4%	-6.9%	2.8%
CCc1ccccc1NC(=O)Nc1ccc(F)cc1F	-7.0%	?	-12.5%
CCC(=O)NC1(Cc2ccc(O)cc2)CCCCC1	-6.5%	-5.4%	15.1%
O=C(CSc1ncc(C(=O)O)n1-c1ccc(F)cc1)NCc1ccc2c(c1)OCO2	-8.8%	18.0%	2.6%
O=C(NC1CCCC1)c1ccc2c(c1)N(Cc1c(F)cccc1Cl)C(=O)c1ccccc1S2	-2.0%	16.4µM*	10.9%
Cc1ccc(NC(=O)CSCC(=O)Nc2nnc(C3CC3)s2)cc1	2.5%	-5.8%	3.2%
Cc1ccc(S(=O)(=O)n2nc(-n3c(C)ccc3C)c3c(F)cccc32)c2ccccc12	-0.7%	-25.1%	-16.8%
CCCC(=O)NCCCc1nc2ccccc2[nH]1	-10.3%	-6.6%	12.6%
COc1cc(Cl)ccc1OCc1cc(C(=O)N(C)C2CC(C)(C)NC(C)(C)C2)no1	-14.9%	-13.1%	0.5%
CC(=O)Nc1ccc(S(=O)(=O)NCCc2cc3c(C)ccc(C)c3[nH]c2=O)cc1	-7.4%	-16.0%	-1.6%
COc1ccc(NC(=O)C2CCCN(S(=O)(=O)c3ccc4[nH]c(=O)ccc4c3)C2)cc1OC (configuration not stated)	0.6%&-7.7%	-10.0%&-18.2%	-3.2%&3.5%
O=C(NCCC1=CCCCC1)C1CCN(S(=O)(=O)c2ccccc2)CC1	-6.8%	14.3%	-5.4%
COc1ccccc1-c1nn(-c2ccccc2)cc1C(=O)N1CCc2ccccc2C1	-13.5%	?	-22.3%
COC(=O)c1ccc(COc2ccc(/C=C/C(=O)c3ccc(OC)c(CSCC(=O)O)c3)cc2OC)cc1	?	?	?
Cc1sc2ncn(CC(=O)NC3CCCCC3)c(=O)c2c1C	-4.5%	-16.3%	20.1%
CCn1c(C)nnc1SCC(=O)Nc1ccccc1Cl	1.0%	-4.4%	-11.3%
CC1CN(c2ccccc2)CCN1C(=O)c1cc(COc2c(F)cccc2F)on1 (configuration not stated)	-5.6%	-20.2%	-17.5%
Cc1nc2ccccc2c(=O)n1NC(=O)Cc1ccc(Br)cc1	-3.7%	-4.2%	4.5%
CC1CCCN(C/C(O)=C(\C#N)c2nc3ccccc3[nH]2)C1 (configuration not stated)	-16.1%	-0.6%	10.1%
O=[N+]([O-])c1ccc(-n2nnnc2-c2ccccc2)cc1	-1.5%	?	?
O=C(CN1CCOCC1)N(c1ccccc1)c1ccc2ccccc2c1	0.9%	-18.6%	-13.1%
O=C(CCN1C(=O)c2ccccc2S1(=O)=O)Nc1ccccc1F	-11.9%	-8.9%	10.6%
O=C(CCC1N=C2c3ccccc3N=C(SCc3ccc(F)cc3)N2C1=O)NC1CCCCC1 (configuration not stated)	0.6%	20.6µM*	13.1%
CCn1c(SCC(=O)NC2CCCCC2)nc2c(c1=O)SCC2	-7.1%	-8.3%	4.5%

Pulled by compound from above (2):
SMILES	GCN5L2 inh	DT40 TDP1 CPT	FEN1 inh
NCCn1c(=O)c(CCc2ccccc2)nc2cncnc21	-2.1%	-49.7%	.
Cc1ccc(NC(=O)CSCC(=O)Nc2nnc(C3CC3)s2)cc1	2.5%	-5.8%	3.2%

Later entries:
SMILES	GCN5L2 inh	DT40 TDP1 CPT	FEN1 inh
Cc1cc(C)cc(NC(=O)CCCN2C(=O)COc3ccc(C)cc32)c1	-2.8%	?	-14.0%
COc1ccccc1N1CCN(Cc2cc(Br)c(O)c3ncccc23)CC1	-7.4%	6.51µM*	?
Cc1cccc(N2CCN(S(=O)(=O)c3ccc4c(c3)CC(C)N4C(=O)C3CC3)CC2)c1C (configuration not stated)	-5.4%	?	11.3%
CC(=O)Nc1nc2ccccc2n1Cc1ccccc1C	-0.6%	9.2µM*	17.6%
COc1ccc(-c2csc(NCCc3nc4cc(Cl)c(Cl)cc4n3CCCO)n2)cc1	.	?	-8.8%
O=C(/C=C\c1cn(-c2ccccc2)nc1-c1cccs1)N1CCOCC1	-6.8%	?	-6.7%
COc1ccc(-c2cc(C(=O)NCc3cn(C)nc3C)c3ccccc3n2)cc1OC	-5.4%	14.6µM*	-7.6%
Cn1ccc2cc(S(=O)(=O)N3CCN(C(=O)Nc4cccc(F)c4)CC3)ccc21	-2.1%	.	-11.5%
Cc1ccc(C)c(N2CCN(C(=O)c3ccc(Cn4c(=O)[nH]c5ccccc5c4=O)cc3)CC2)c1	-10.3%	?	-23.9%
Cn1c(=O)n(C)c2cc(N3CCOCC3)c(NC(=O)c3ccccc3Br)cc21	-8.8%	?	-5.4%
O=C(NCC1CCCO1)c1ccc(NC(=O)C2C3C=CC(C3)C2C(=O)O)cc1 (configuration not stated)	-0.4%	-3.5%	-8.9%
Cc1cccc2c(C(=O)N3CCN(c4ccccc4)CC3)cc(-c3ccncc3)nc12	-5.8%	2.59µM*	10.4%

Single records, from the list above.
Listed for CC(=O)Nc1nc2ccccc2n1Cc1ccccc1C → GCN5L2 inh: -0.6%; DT40 TDP1 CPT: 9.2µM*; FEN1 inh: 17.6%
Listed for Cc1cccc(N2CCN(S(=O)(=O)c3ccc4c(c3)CC(C)N4C(=O)C3CC3)CC2)c1C (configuration not stated) → GCN5L2 inh: -5.4%; DT40 TDP1 CPT: ?; FEN1 inh: 11.3%

Continued:
SMILES	GCN5L2 inh	DT40 TDP1 CPT	FEN1 inh
Cn1c(Cn2c(=O)sc3ccccc32)nnc1SCC(=O)NCc1ccco1	-2.3%	-9.1%	-3.4%
COc1ccc(S(=O)(=O)NC(C(C)C)C(C)C)cc1OC	-0.7%	-5.6%	-0.2%
COCCN1C(=O)c2ccccc2C(C(=O)NCc2ccco2)C1c1c[nH]c2ccccc12 (configuration not stated)	3.6%	-14.2%	-4.4%
COCCNC(=O)CN(C(=O)CCC(=O)Nc1nccs1)c1ccc2c(c1)OCO2	-2.3%	2.2%	-16.4%
COc1ccc(-n2cc(-c3ccccc3)c3c(NCCc4ccc(OC)c(OC)c4)ncnc32)cc1	0.0%	23.1µM*	0.6%
O=C(NCCc1ccccc1)c1c(F)c(F)c(F)c(F)c1F	-3.8%	-0.6%	-0.9%
CCSc1ncc(Cl)c(C(=O)Nc2nc3ccc(OC)cc3s2)n1	3.1%	-21.6%	9.2%
CC(C)n1c(SCC(=O)Nc2ccc(F)cc2)nnc1C1CC1	-19.1%	-5.3%	1.3%
O=C(Nc1ccccc1C(=O)NC1CC1)c1ccccc1	-5.7%	0.2%	0.6%
O=C(NCCc1cccc(Cl)c1)c1cccc(-n2cnnn2)c1	0.3%	?	1.0%
CC1(C)CC(=O)c2cnc(NCc3ccco3)nc2C1	1.0%	-12.8%	-2.7%
C/C(=N\NC(=O)Cc1c(C)[nH][nH]c1=O)c1cccc(Br)c1	18.4%	-20.0%	-0.4%
CCOc1cccc2sc(N(CCN(C)C)C(=O)c3cc4ccccc4cc3OC)nc12	-11.6%	23.1µM*	-2.9%
Cc1c(CCO)c(=O)[nH]n1C(=O)c1c(F)cccc1F	-7.6%	?	-6.7%
Cc1ccc(C(O)CN2C3=NCCN3c3ccccc32)cc1 (configuration not stated)	-3.5%	23.1µM*	0.7%
O=C(NNC(=O)c1ccc[nH]1)Nc1cccc(C(F)(F)F)c1	-1.0%	-2.1%	-14.2%
CCOC(=O)C1=CNS(=O)(=O)NC1c1ccccc1 (configuration not stated)	-0.9%	1.6%	-5.7%
COc1ccc(-c2cc(C(=O)Nc3sc4c(c3C#N)CCCC4)c3ccccc3n2)cc1OC	-9.4%	0.1%	-6.6%
N#Cc1cc2c(nc1SCC(=O)O)CCCC2	2.9%	-19.4%	6.4%
O=C(Nn1cnnc1)C1Cc2ccccc2CN1S(=O)(=O)c1ccc(F)cc1 (configuration not stated)	1.8%	-7.0%	5.4%
CS(=O)(=O)Cc1ccc(C(=O)NC2CCSc3ccccc32)cc1 (configuration not stated)	-14.1%	5.1%	0.9%
Fc1ccc(COc2ccccc2CNCc2ccncc2)cc1	0.5%	?	10.7%
CCNC(=S)N1CCC(C(N)=O)CC1	-2.9%	-19.7%	2.8%
COc1ccc(C(=O)N2CCC3(CC2)CN(C(=O)Nc2cccc(C#N)c2)C3)cc1	-2.7%	-13.1%	.

Sorted by SMILES length (high to low): part of the list above
SMILES	GCN5L2 inh	DT40 TDP1 CPT	FEN1 inh
COc1ccc(C(=O)N2CCC3(CC2)CN(C(=O)Nc2cccc(C#N)c2)C3)cc1	-2.7%	-13.1%	.
CS(=O)(=O)Cc1ccc(C(=O)NC2CCSc3ccccc32)cc1 (configuration not stated)	-14.1%	5.1%	0.9%
Cc1c(CCO)c(=O)[nH]n1C(=O)c1c(F)cccc1F	-7.6%	?	-6.7%

New compounds follow.
SMILES	GCN5L2 inh	DT40 TDP1 CPT	FEN1 inh
O=[N+]([O-])c1ccc(Oc2cccc(F)c2)c2ccncc12	-2.2%	?	3.3%
O=c1[nH]c(SCc2ccc(Cl)cc2)nc2ccsc12	3.5%	?	4.3%
COC(=O)C(Cc1ccc(OC(=O)c2ccc(C(F)(F)F)cc2)cc1)N1Cc2ccccc2C1=O (configuration not stated)	-19.6%	16.4µM*	3.6%
CCc1nc(C)c(C(=O)N2CCCC(C(=O)Nc3cccc(-c4cccc(C)c4)c3)C2)o1 (configuration not stated)	-15.4%	13µM*	-6.5%
COc1ccccc1C1CC(c2ccccc2)=NN1C(=O)c1ccccc1 (configuration not stated)	-28.2%	?	0.9%
Nc1c(Cl)cc(Cl)cc1C(=O)OCC(=O)N1CCCC1	-17.6%	-7.5%	-1.8%
O=C(NCc1ccccc1)c1onc(CSc2ccccc2)c1C(=O)NCC1CC1	-22.7%	13µM*	1.8%
CCCC(=O)N(CCN1CCOCC1)c1nc2c(C)ccc(C)c2s1	-11.2%	-25.2%	4.6%
CCN(CC(=O)Nc1cc(Cl)ccc1C)C(=O)CCOc1ccc(C)cc1	-3.9%	10.6%	-16.0%
CCCc1cc(=O)c2c(O)cccc2o1	-0.3%	4.2%	14.0%
Cc1onc2c(=O)n(-c3ccccc3)nc(-c3ccccc3)c12	-1.0%	0.2%	4.8%
Cc1cccc(C(=O)N[C@H](C(=O)Nc2nc3ccc(S(C)(=O)=O)cc3s2)C(C)C)c1	-7.9%	?	-4.7%
COCCN(Cc1nc2ccccc2c(=O)[nH]1)C(=O)COc1cccc(C(C)=O)c1	-0.3%	-11.1%	-1.3%
C#CC[N+](C)(C)C(C#Cc1ccccc1)CC=C (configuration not stated)	-1.3%	11.6µM*	-2.2%
COC(=O)c1cccc(NC(=O)c2cccc(N3C(=O)CCC3=O)c2)c1	-3.5%	-9.3%	5.8%
O=[N+]([O-])c1ccccc1OCc1nc(-c2cccs2)no1	-1.2%	1.6%	4.3%
CN(C(=O)CSc1nc(O)cc(=O)n1-c1ccccc1F)c1ccccc1	-12.2%	-4.4%	-3.2%
OCC1(Cc2ccccc2)CCN(Cc2ccc(C(F)(F)F)cc2)CC1	0.4%	23.1µM*	4.0%
Cc1ccc(-c2csc(NC(=O)Cn3cnc4c3c(=O)n(C)c(=O)n4C)n2)cc1C	0.3%	?	3.6%
Cc1ccc(N2C(=O)c3ccc(C(=O)N4CCN(c5ccccc5F)CC4)cc3C2=O)cc1	1.2%	-2.9%	2.7%
COc1ccc(N(C(=O)C2CCCCC2)S(=O)(=O)c2cccc3cccnc23)cc1	-3.7%	15.2%	?
Cc1ccc(-c2nnn(CC(=O)N(c3ccccc3)C(C(=O)NC3CCCC3)c3ccncc3)n2)o1 (configuration not stated)	-2.7%	9.5%	-8.0%

Compound activity (PubChem)

A portion of the library, so the mix of outcomes need not match the whole.
